HT1080-NT tox = kills 2HG-producing HT-1080-NT fibrosarcoma cells; HT-1080-NT fibrosarcoma viability, CellTiter-Glo ATP luminescence, 48 h; Potency, µM (titrated, usually from 46.1 µM), inactives show at the top dose activity, negative = less viability, hits mostly cytotoxic; 1.6% of 360,000 active;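 note: NT is the 2HG producing partner of a matched IDH1 knockdown line; 0% = DMSO-treated cells and -100% = media-only wells without cells; nearly all actives have a fitted effect of over 55% in size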
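Viability of the 2HG-overproducing fibrosarcoma line after 48 hours of compound exposure at 37 degrees C was determined by luminescence with CellTiter-Glo, and concentration-effect curves were then fitted and categorized.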
KB-3-1 tox = KB-3-1 parental cell cytotoxicity | KB-3-1 viability, CellTiter-Glo ATP luminescence, 72 h | Potency, µM (top dose mostly 46.1 µM), for inactives: at the highest dose activity change, negative = cytotoxic, most hits filed as cytotoxic | 1.4% of 400,000 active; note: % is set by controls: 0 for no effect and ±100 for the full control effect; nearly all actives have a fitted effect of over 60% in size
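Parental KB-3-1 adenocarcinoma cells in phenol-red-free DMEM with 10% FBS were pin-treated with compounds at several concentrations, incubated 72 h at 37 °C, and viability read by CellTiter-Glo luminescence; concentration-effect curves were fitted after normalization.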
HT1080 IDH1KD tx = HT-1080 IDH1 knockdown cell toxicity (counter line); 2% of 360,000 active; HT-1080 IDH1 knockdown viability, ATP luminescence, 48 h; Potency, µM (highest dose often 46.1 µM), for the others: at the top dose activity, negative = toxicity, most hits filed as cytotoxic;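 note: 0% = DMSO wells and -100% = cell-free medium wells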
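In this qHTS, HT-1080 cells depleted of IDH1 are exposed for 48 h at 37 °C to compound titrations. Toxicity is scored from CellTiter-Glo luminescence, with DMSO as full viability and medium alone as none.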
GLP1R ag = agonists of human GLP-1 receptor; HEK293 GLP-1R CRE-luciferase, luminescence, 4-6 h; cells express a hypersensitive GLP-1R form; 0.007% of 380,000 active; Potency, µM (titrated, usually from 45.6 µM), for the others: at the highest dose activation, hits mostly activators; AID 624172; P43220; note: % of control where 0% means no effect
Target sequence (P43220 whole entry, looked up): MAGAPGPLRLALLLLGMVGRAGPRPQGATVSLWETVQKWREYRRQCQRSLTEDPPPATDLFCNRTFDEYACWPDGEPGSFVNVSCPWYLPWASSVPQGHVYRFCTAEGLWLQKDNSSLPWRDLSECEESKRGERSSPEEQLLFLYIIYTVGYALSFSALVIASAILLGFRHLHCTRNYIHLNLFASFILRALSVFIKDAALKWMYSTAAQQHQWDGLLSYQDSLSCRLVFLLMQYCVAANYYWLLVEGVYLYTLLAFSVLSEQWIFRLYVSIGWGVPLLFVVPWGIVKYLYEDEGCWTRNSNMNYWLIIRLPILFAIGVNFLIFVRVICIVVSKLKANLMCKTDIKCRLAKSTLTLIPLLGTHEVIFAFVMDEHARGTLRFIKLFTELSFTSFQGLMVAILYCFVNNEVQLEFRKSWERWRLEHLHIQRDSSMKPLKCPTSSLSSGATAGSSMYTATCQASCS
KB-V1 MDR tox = KB-V1 MDR subline cytotoxicity; KB-V1 MDR cells viability, CellTiter-Glo, 72 h; Potency, µM (highest dose often 46.1 µM), without a hit: at the highest dose activity change, negative = cytotoxicity, most hits filed as cytotoxic; 3.4% of 400,000 active; AID 1347076; note: % is set by controls: 0 for no effect and ±100 for the full control effect; nearly all actives have a fitted effect of over 60% in size
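qHTS viability screen in drug-selected KB-V1 MDR cells: 72 h compound treatment at 37 degrees C, ATP luminescence end point.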
HEK293 tox = cytotoxic in the GLP-1 receptor inverse agonist counter-screen; HEK293 cAMP-luciferase reporter cells, luminescence, 24 h; Potency, µM (doses to about 38.3 µM), for the others: at the top dose activity change, negative = inhibition, usual class: inhibitors; 0.13% of 410,000 active;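 note: loss of luciferase light is scored as toxicity; % is set by controls: 0 for no effect and ±100 for the full control effect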
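Step one: seed cells (200 cells/uL, DMEM with 10% Nu serum, 1% pen-strep). Step two: 12-hour incubation at 37 deg C. Step three: pin 23 nL compound, incubate 24 hr. Step four: add luciferase reagent, read luminescence 12 min later.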
TDP-43 yeast inh = inhibitors of TDP-43 toxicity in yeast; TDP-43 expressing yeast growth rescue, BacTiter-Glo, 24 h; 1.8% of 410,000 active; Potency, µM (highest dose often 46.1 µM), for the others: at the highest dose growth rescue (activation), hits mostly activators; note: % of control where 0% means no effect; nearly all actives have a fitted effect of over 50% in size
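Luminescence from BacTiter-Glo reports growth of TDP-43-expressing yeast after 24 hr at 30 deg C with compound. Cells were raffinose-pregrown to mid-log, then seeded in galactose medium at OD600=0.02.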
SW480 rereplic = induces DNA re-replication in SW480 colon adenocarcinoma cells. SW480 DNA re-replication, Hoechst DNA content imaging, 48 h. Potency, µM (series often up to 46.1 µM), for the others: at the top dose re-replication activation, hits mostly activators. 1.8% of 340,000 active. AID 624297; note: % of control where 0% means no effect; nearly all actives have a fitted effect of over 55% in size
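Treated cells incubate 48 hr (37 C, 5% CO2), are stained 40 min with Hoechst, and nuclear fluorescence is enumerated; a rise in nuclei with high DNA signal marks re-replication.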
GLP-1R inv ag = acts as inverse agonist at human GLP-1 receptor; AID 624417; Potency, µM (series often up to 38.3 µM), inactives show at the top dose activity change, negative = inhibition, hits mostly inhibitors; HEK293 GLP-1R CRE-luciferase, luminescence, 24 h; GLP-1R form is constitutively active; 1.6% of 410,000 active; note: % is set by controls: 0 for no effect and ±100 for the full control effect; nearly all actives have a fitted effect of over 55% in size
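Inverse agonism was detected as reduced cAMP-driven luciferase luminescence after 24 h compound treatment. The cells were HEK293 clones expressing constitutively active human GLP-1R with the reporter. Reporter-only and GPR119 cell lines served as counterscreen controls.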
The depositor's hits bear a star; ? = inconclusive; . = not tested or not shown; [ ] = dose if it differs, or a comment. Calls come from the whole dose curve; as a rule, active = well fitted curve in the direction sought with a large enough effect; inconclusive = small, poorly fitted or top-dose-only effect, or another doubt; inactive = no such curve, though single readings can be large; an effect the other way counts as inactive or inconclusive. Potency is the fitted concentration of half-maximal effect.

SMILES | HT1080-NT tox | KB-3-1 tox | HT1080 IDH1KD tx | GLP1R ag | KB-V1 MDR tox | HEK293 tox | TDP-43 yeast inh | SW480 rereplic | GLP-1R inv ag
CCN1CCN(C(c2cccc(OC)c2OC)c2nnnn2Cc2ccco2)CC1 (stereo not drawn) | -1.4% | 11.6% | 18.7% | 7.0% | 0.0% | -12.9% | -20.1% | -5.0% | -4.3%
C/C(=N/NC(=O)c1ccc(Br)o1)c1cccc(NC(=O)c2ccc(C)o2)c1 | -4.0% | ? | -1.0% | 6.9% | -5.5% | -1.2% | ? | -2.5% | 8.0%
CC(C)Cn1c(N)c(C(=O)COC(=O)c2cnc(Cl)c(Cl)c2)c(=O)n(C)c1=O | -16.0% | -7.8% | -6.0% | -3.2% | 4.6% | 3.1% | 15.4% | -24.0% | -25.4%
CN(C)c1ccc(CNn2cnnc2SCc2ccc(F)cc2)cc1 | 3.5% | -0.3% | -5.3% | 0.5% | -8.8% | -16.5% | -16.9% | -4.5% | 0.0%
NC(=O)CC[C@@H]1NC(=O)[C@H](CO)NC(=O)c2cc([N+](=O)[O-])cc(I)c2NCCCC[C@@H](C(N)=O)NC(=O)[C@H](Cc2ccc(O)cc2)NC1=O | 14.1% | 1.4% | 12.4% | -4.2% | 23.4% | ? | 8.1% | -2.3% | 12.8%
S=C(Nc1ccccc1Cl)N1CCCC1 | 13.9% | -1.7% | 5.2% | 3.7% | 0.0% | -0.4% | ? | -55.5%[inhibitor] | 5.4%
O=C(OCC(=O)N1CCCC1)c1ccc(O)cc1 | -10.5% | 16.7% | 0.4% | 5.5% | 11.4% | 98.4%[activator] | 7.1% | -5.4% | 4.5%
Cn1c(=O)[nH]c(=O)c2c1nc(NCCCn1ccnc1)n2CCOc1ccccc1 | -9.1% | -11.6% | -4.9% | 4.3% | 27.1% | -0.5% | 6.1% | -0.3% | 12.8%
COc1ccc(CCNC(=O)c2c(O)nc3cc(C)ccn3c2=O)cc1OC | . | 0.3% | . | 0.6% | ? | -4.1% | -42.3%[inhibitor] | . | 6.4%
CO/N=C/c1cccn1-c1nccc(OC)c1C#N | 0.9% | -26.4% | 0.7% | 0.2% | ? | -4.2% | 10.3% | -15.9% | -6.8%
CCN(CC)S(=O)(=O)c1ccc(S(=O)(=O)N2CCC(N3CCCCC3)CC2)cc1 | 15.2% | 6.2% | 8.0% | 7.7% | 6.5% | 0.0% | 6.4% | -0.2% | -13.1%
O=C(NNC(=O)c1cc(-c2cccc(Br)c2)nc2ccccc12)c1csc(N2CCOCC2)n1 | -8.9% | 1.2% | ? | -23.7% | ? | -5.5% | 9.1% | 2.3% | 8.2%
O=C(Nc1cccc2ncccc12)c1ccc2c(c1)OCCO2 | 11.0% | -4.4% | -2.3% | 0.0% | -22.7% | -6.7% | -9.3% | -1.7% | 16.2%
CCCc1nnc(NC(=O)CCC(=O)NCCc2ccc(Cl)cc2)s1 | 10.6% | -0.5% | 0.9% | -0.4% | 11.6% | 4.2% | -4.3% | -7.6% | 6.5%
O=C(Nc1ccc(Cl)cc1)OCc1ccccn1 | -3.1% | -1.7% | -2.5% | -6.6% | -5.9% | 1.6% | 25.2% | 0.7% | -19.6%
CNC(=O)Cn1nc(C)c(S(=O)(=O)N2CCOCC2)c1C | 16.3% | 2.0% | 6.0% | 5.3% | -2.8% | 4.2% | 7.4% | -10.5% | 1.3%
CC1=CC(C)(C)NC(=S)N1c1ccc(Cl)cc1 | -10.7% | -0.7% | 2.3% | 15.1% | -5.6% | ? | -22.2% | 3.3% | ?
CCOC(=O)c1cc(-c2ccccc2)sc1NC(=O)C(C)Sc1nnc(N)s1 (stereo not drawn) | -2.1% | ? | -0.1% | 19.1% | 2.06µM* | -1.9% | 10.6% | ? | -18.7%
CCOC(=O)c1ccc(-c2ccc3c(=O)c4ccccc4n(C)c3c2)cc1F | 7.5% | 0.0% | 18.4% | 9.3% | ? | 1.4% | ? | -88.5%[inhibitor] | -2.9%
CCC(=O)c1ccccc1OCCCN1CCC(Cc2ccccc2)CC1 | 18.4µM* | ? | ? | 8.1% | ? | ? | 3.6% | 29.4% | 7.94µM*
CC(C)NC(=O)CSCc1c(Cl)cccc1Cl | 7.3% | 26.5% | -1.2% | 0.8% | -2.6% | -6.8% | 14.9% | -4.8% | -24.3%
COc1cccc(CNC(=O)c2ccc(-n3c(C)cc4c3CCCC4)cc2)c1 | . | 0.4% | . | . | ? | -18.5% | 8.3% | . | 16.9%
CCC12CN3CC(CC)(CN(C1)C3c1ccc([N+](=O)[O-])o1)C2=O (stereo not drawn) | 8.0% | 5.8% | ? | -0.7% | -6.3% | -7.1% | -9.1% | -2.2% | 10.4%
CC(C)CN(C(=O)CCc1ccccc1Cl)c1c(N)n(Cc2ccccc2)c(=O)[nH]c1=O | 6.3% | 13.7% | 7.5% | -12.4% | -29.2% | 16.5% | 12.7% | -5.0% | 12.0%
CCOC(=O)c1c(NC(=O)C(C)Sc2cccc[n+]2[O-])sc2c1CCN(Cc1ccccc1)C2 (stereo not drawn) | -5.6% | -6.8% | -1.4% | 9.8% | -5.5% | 14.1% | 0.0% | ? | 9.7%
O=C(CSc1nnc(-c2ccco2)n1Cc1ccccc1)c1ccccc1 | 10.4% | 9.1% | 1.1% | 7.4% | -0.9% | -7.0% | ? | 8.2% | ?
COc1ccc(CCNC(=O)CO/N=C/c2cc3c(cc2Br)OCO3)cc1OC | -12.7% | -3.1% | -13.9% | 12.3% | ? | -3.2% | 9.8%[9.22 µM] | -13.7% | -27.3%
O=C(O)c1ccc(C=NN=Cc2ccco2)cc1 | 6.0% | 3.1% | -0.1% | 4.3% | 4.0% | 15.3% | 5.5% | 14.0% | 12.6%
Cc1ccc(S(=O)(=O)C2(C(=O)Nc3ccc(Br)cc3)CC2)cc1 | -9.9% | -6.6% | -5.5% | 14.4% | ? | -25.4% | ? | 3.9% | ?
CCC(=O)Nc1ccccc1C(=O)N1CCOCC1 | 16.9% | -0.1% | 25.7% | -12.4% | -1.0% | -5.4% | 11.8% | -27.5% | 4.8%
COc1ccc(/C=C(/NC(=O)c2ccccc2)C(=O)Nc2cccc(C(=O)O)c2)cc1 | 2.5% | -0.5% | 5.4% | -0.5% | 9.0% | -25.6% | 19.4% | ? | -23.2%
CCc1ccccc1CC1CN(Cc2ccccc2)Cc2ccccc2N1c1ccc(OC)cc1 (stereo not drawn) | 5.1% | -5.9% | 1.7% | . | -11.9% | -10.2% | -4.6% | . | 11.6%
Cc1ccc2c(c1)cc(CN(Cc1ccc3c(c1)OCO3)C(=O)c1cnccn1)c1nnnn12 | 1.9% | 10.1% | -1.5% | 7.1% | ? | -19.9% | 16.5% | -8.9% | 5.9%
Cc1ccccc1-n1cc(C(=O)c2cc(Cl)ccc2O)cc(C#N)c1=O | -0.2% | ? | -0.8% | -4.2% | 14.6µM* | -10.7% | 0.0% | -20.3% | ?
COc1cc2c(cc1OC)CC(=O)N(C)CC2 | 24.2% | 1.3% | 10.6% | 1.9% | -3.8% | -22.1% | 3.8% | -694.9%[inhibitor] | 20.7%
Cn1c(=O)n(C)c2cc(NS(=O)(=O)c3ccc(C(C)(C)C)cc3)c(NCc3ccccc3)cc21 | . | ? | . | . | 0.0% | -15.4% | -11.7% | . | 5.8%
CCOC(=O)Cc1nnc(NC(=O)C(CC)Sc2nnc3c4ccccc4n(C)c3n2)s1 (stereo not drawn) | 0.6% | 0.6% | -14.6% | 8.9% | 0.3% | 4.9% | -5.3% | -2.5% | 3.7%
COc1ccc2c(c1)Cc1sc(NC(=O)c3cccnc3)nc1-2 | 16.7% | 6.9% | 5.0% | 1.1% | ? | -1.8% | 26.2% | 5.1% | 13.6%
CCN(CC)c1ccc(/C=N/OCC(=O)Nc2cccc(C)c2)cc1 | 12.9% | 17.7% | 7.0% | 10.0% | 10.7% | 4.3% | -1.5% | -3.1% | ?
COc1cccc(C(=O)Nn2cnnc2)c1 | ? | 3.8% | 15.6% | 4.0% | ? | -8.7% | -18.3% | 1.1% | 2.2%
O=C(Nc1ccccc1)C1CCOC1=O (stereo not drawn) | 4.0% | 0.3% | -6.6% | -2.5% | 25.2% | -5.0% | 7.4% | -33.0%[inhibitor] | 12.1%
CCC(C)NC(=O)C1CCN(c2nc(C)cc(C)n2)CC1 (stereo not drawn) | 5.4% | 3.7% | 3.0% | 2.9% | ? | 2.6% | -6.0% | -10.2% | 31.8%[activator]
CN(CCc1ccccn1)C1CCCN(S(=O)(=O)c2ccccc2Cl)C1 (stereo not drawn) | 12.2% | 7.1% | 9.8% | -2.9% | 20.0% | 0.7% | 2.8% | -4.7% | -21.8%
CCCCc1ccc(NC(=O)CSc2nc(=O)n(CCN3CCOCC3)c3c2CCC3)cc1 | 5.8% | -5.6% | 2.7% | 0.4% | 9.8% | 2.6% | 3.3% | -3.8% | 2.3%

Four records drawn at random from those above:
SMILES | HT1080-NT tox | KB-3-1 tox | HT1080 IDH1KD tx | GLP1R ag | KB-V1 MDR tox | HEK293 tox | TDP-43 yeast inh | SW480 rereplic | GLP-1R inv ag
Cc1ccccc1-n1cc(C(=O)c2cc(Cl)ccc2O)cc(C#N)c1=O | -0.2% | ? | -0.8% | -4.2% | 14.6µM* | -10.7% | 0.0% | -20.3% | ?
CCOC(=O)Cc1nnc(NC(=O)C(CC)Sc2nnc3c4ccccc4n(C)c3n2)s1 (stereo not drawn) | 0.6% | 0.6% | -14.6% | 8.9% | 0.3% | 4.9% | -5.3% | -2.5% | 3.7%
COc1cc2c(cc1OC)CC(=O)N(C)CC2 | 24.2% | 1.3% | 10.6% | 1.9% | -3.8% | -22.1% | 3.8% | -694.9%[inhibitor] | 20.7%
CN(CCc1ccccn1)C1CCCN(S(=O)(=O)c2ccccc2Cl)C1 (stereo not drawn) | 12.2% | 7.1% | 9.8% | -2.9% | 20.0% | 0.7% | 2.8% | -4.7% | -21.8%

Compound activity (PubChem)
